BLM helicase inh – blocks DNA unwinding by human BLM helicase | P54132 | recombinant BLM DNA unwinding, fluorescence dequenching | Potency, µM (series often up to 56.1 µM), for inactives: at the highest dose activity change, negative = inhibition, usual class: inhibitors | actives 0.2% (n = 350,000);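 further: potency means the concentration at half of the fitted maximal effect; plate controls were vehicle for no effect and no enzyme for full effect; nearly all actives have a fitted effect of over 35% in size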
POLB inh – blocks human DNA polymerase beta activity. Potency, µM (top dose mostly 114 µM), inactives show at the highest dose activity change, negative = inhibition, most hits filed as inhibitors. AID 485314. actives 1.3% (n = 340,000). Pol beta primer extension/strand displacement, fluorescence kinetic; further: potency means the concentration at half of the fitted maximal effect; on the % scale 0 is the no-effect control and ±100 the full control effect
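Human Pol beta at 10 nM; strand-displacement substrate 50 nM final. Compound exposure 15 min at room temperature before start, reaction 10 min at room temperature.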
Apoferritin bind – candidate novel general anesthetic via apoferritin binding. actives 0.074% (n = 350,000). Potency, µM (titrated, usually from 77.5 µM), without a hit: at the highest dose activity change, negative = displacement, hits mostly inhibitors. apoferritin/1-aminoanthracene competitive binding, fluorescence. P02791; further: potency means the concentration at half of the fitted maximal effect; on the % scale 0 is the no-effect control and ±100 the full control effect; nearly all actives have a fitted effect of over 20% in size
Target sequence (P02791 2-175 limits assumed): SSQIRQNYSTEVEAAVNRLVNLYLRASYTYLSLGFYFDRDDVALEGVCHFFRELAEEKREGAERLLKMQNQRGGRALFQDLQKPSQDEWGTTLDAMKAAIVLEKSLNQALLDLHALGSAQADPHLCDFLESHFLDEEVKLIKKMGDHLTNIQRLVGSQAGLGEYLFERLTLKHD
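Concentration-response curves derived by four-parameter Hill fitting of normalized fluorescence, where compounds displaced 1-AMA from 10 uM horse apoferritin following a brief 10 min room-temperature incubation; propofol titration acted as positive control.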
POLI inh – DNA polymerase iota (human) inhibition; Pol iota fluorescent replication assay, 10 min; Potency, µM (titrated, usually from 115 µM), without a hit: top-dose activity, negative = inhibition, actives largely listed as inhibitors; actives 1% (n = 390,000); further: potency means the concentration at half of the fitted maximal effect
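Pol iota at 10 nM preincubated 15 min with compounds at room temperature; reaction started with fluorescent substrate, 50 nM final. Fluorescence read kinetically at 0 and 10 min; buffer-only wells as negative control.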
APEX1 inh – inhibitors of human APE1 endonuclease | Potency, µM (titrated, usually from 65.8 µM), inactives show at the highest dose activity change, negative = inhibition, hits mostly inhibitors | actives 0.35% (n = 350,000) | AID 2517 | recombinant APE1, TAMRA/BHQ-2 abasic DNA cleavage fluorescence;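 further: potency means the concentration at half of the fitted maximal effect; plate controls were vehicle for no effect and reference inhibitor for full effect; nearly all actives have a fitted effect of over 55% in size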
Target sequence (P27695 whole entry, looked up): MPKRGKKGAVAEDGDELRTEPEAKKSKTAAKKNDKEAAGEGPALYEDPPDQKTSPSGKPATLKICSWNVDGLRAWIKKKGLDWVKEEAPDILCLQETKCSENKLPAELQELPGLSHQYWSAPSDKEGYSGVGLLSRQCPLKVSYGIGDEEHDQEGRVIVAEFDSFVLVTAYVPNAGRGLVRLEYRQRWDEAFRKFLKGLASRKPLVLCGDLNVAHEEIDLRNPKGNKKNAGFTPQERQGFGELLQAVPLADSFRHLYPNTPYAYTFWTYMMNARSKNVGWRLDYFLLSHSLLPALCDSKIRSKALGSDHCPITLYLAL
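Measures dequenching upon AP-site incision of a 5'-TAMRA/3'-BHQ-2 THF-containing duplex, 50 nM; human APE1 0.75 nM after 15 min room-temperature exposure to compound; kinetic three-point read at one-minute spacing.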
RXFP1 antag – blocks the human relaxin receptor RXFP1; Q9HBX9; HEK293-RXFP1, relaxin-stimulated cAMP HTRF, 30 min; hits give low values; activity change, negative = inhibition, % at 57.5 µM; actives 0.59% (n = 350,000);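 active means activity change of -60% or lower, but not beyond a set lower limit; inconclusive means change between -60% and -40%, or beyond the set limit; inactive means change above -40%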; further: on the % scale 0 is the no-effect control and ±100 the full control effect
Pol kappa inh – blocks human DNA polymerase kappa activity; Q9UBT6; purified Pol kappa, fluorescent DNA synthesis assay, 10 min; Potency, µM (doses to about 107 µM), inactives show at the highest dose activity, negative = inhibition, most hits filed as inhibitors; actives 0.53% (n = 400,000); AID 588579; further: potency means the concentration at half of the fitted maximal effect; on the % scale 0 is the no-effect control and ±100 the full control effect
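First, compounds were pin-transferred onto 10 nM Pol kappa. After 15 min at room temperature, substrate was added to 50 nM final. Fluorescence was then measured kinetically at 0 and 10 min.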
PGK inhibitor – blocks T. brucei phosphoglycerate kinase | PGK/GAPDH coupled, Kinase-Glo luminescence, 60 min | Potency, µM (series often up to 57.5 µM), inactives show top-dose activity change, negative = inhibition, most hits filed as inhibitors | P07378 | actives 0.043% (n = 380,000); further: potency means the concentration at half of the fitted maximal effect; on the % scale 0 is the no-effect control and ±100 the full control effect; nearly all actives have a fitted effect of over 60% in size
Target sequence (P07378 whole entry, looked up): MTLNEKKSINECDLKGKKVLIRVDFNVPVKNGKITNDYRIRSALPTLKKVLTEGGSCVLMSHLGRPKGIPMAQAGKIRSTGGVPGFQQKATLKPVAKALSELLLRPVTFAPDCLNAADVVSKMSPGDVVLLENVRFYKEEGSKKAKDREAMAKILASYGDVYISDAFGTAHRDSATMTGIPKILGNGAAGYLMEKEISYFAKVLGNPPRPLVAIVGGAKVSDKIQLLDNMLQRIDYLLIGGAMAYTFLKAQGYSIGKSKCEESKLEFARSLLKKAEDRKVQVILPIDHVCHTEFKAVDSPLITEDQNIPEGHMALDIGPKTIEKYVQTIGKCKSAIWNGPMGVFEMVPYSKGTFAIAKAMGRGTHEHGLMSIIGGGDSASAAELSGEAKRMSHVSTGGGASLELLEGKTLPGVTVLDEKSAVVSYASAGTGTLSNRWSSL
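Luminescent ATP detection (Kinase-Glo Plus) follows a 60-minute room-temperature incubation, with wells lacking PGK as controls. Buffer: 100 mM TEA (pH 7.6), 5 mM MgCl2, 0.01% Tween-20. Coupling enzyme GAPDH (100 nM final) supplies unstable 1,3-BPG in-well.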
POLH inh – blocks human DNA polymerase eta activity; recombinant Pol eta, fluorescent DNA replication assay; Potency, µM (top dose mostly 114 µM), inactives show at the top dose activity change, negative = inhibition, hits mostly inhibitors; actives 1.2% (n = 390,000); AID 588591; further: potency means the concentration at half of the fitted maximal effect; on the % scale 0 is the no-effect control and ±100 the full control effect
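Pol eta (10 nM) was preincubated with compounds for 15 min at room temperature, after which fluorescent replication substrate (50 nM final) was added to start the reaction. Fluorescence was read kinetically at 0 and 10 min.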
Numbers without * were called inactive; i = inactive; ? = inconclusive; . = no result given; & = joins results of further samples; [ ] = remark or other dose. Unless noted, the call rests on the fitted dose curve; in most records, active means well fitted curve in the direction sought with a large enough effect; inconclusive means small, poorly fitted or top-dose-only effect, or another doubt; inactive means no such curve, though single readings can be large; an effect the other way counts as inactive or inconclusive. An excerpt; rates above refer to the full screens.

canonical_smiles	BLM helicase inh	POLB inh	Apoferritin bind	POLI inh	APEX1 inh	RXFP1 antag	Pol kappa inh	PGK inhibitor	POLH inh
N#CCCn1c(SCC(=O)NCc2ccco2)nc2ccccc21	-2%	12%	-6%	-8%	14%	-5	-10%	-1%	-13%
CCOC(=O)c1[nH]c(=O)[nH]c1CN(Cc1ccco1)Cc1[nH]c(=O)[nH]c1C(=O)OCC	-4%	26%	-10%	1%	4%	1	-4%	-2%	-8%
Cc1ccc2[nH]c(C(=O)N3CCN(C(c4ccccc4)c4ccccc4)CC3)cc2c1	-7%	3%	-3%	72%[activator]	1%	-4	-2%	i	-23%
COc1cc2nncc(SC)c2cc1OC	.	.	.	46%[activator]	.	14	-11%	-5%	-17%
CC(NC(=O)c1ccco1)C(=O)Nc1nc(-c2ccccn2)cs1 (stereo not drawn)	0%	1%	-20%	-7%	1%	-3	-5%	-9%	?
O=C(COc1ccccc1)N[C@@H]1c2ccccc2CC[C@@H]1O	.	.	.	-7%	5%	.	7%	i	-3%
CC1CN(C(=O)c2ccc(Br)c(S(=O)(=O)N3CCOCC3)c2)CC(C)O1 (stereo not drawn)	.	.	.	-14%	19%	4	8%	-6%	-5%
O=C(NCc1ccco1)c1csc2c1CCCC2	-2%	-4%	?	81%[activator]	-1%	7	-3%	i	-3%
CCCC(=O)Nc1ccc(C(=O)COC(=O)C2CC2)cc1	.	.	.	-9%	11%	2	-4%	-7%	1%
C[C@H]1O[C@@H](O[C@H]2CC[C@@]3(C)C(CC[C@]4(C)C3C=C[C@]35OC[C@@]6(CCC(C)(C)C[C@H]63)[C@@H](O)C[C@]54C)[C@]2(C)CO)[C@H](O)[C@@H](O[C@@H]2O[C@H](CO)[C@@H](O)[C@H](O)[C@H]2O)[C@H]1O (stereo partly drawn)	.	.	.	?	21µM*	.	-9%	-6%	8%
COc1ccc(CN2CCCCC2C)c(C)c1C (stereo not drawn)	0%	9%	0%	-1%	-4%	-25	1%	15%	-18%
O=C(COC(=O)c1cccc(NC(=O)c2ccco2)c1)c1ccc(Br)cc1	-10%	-2%	?	-9%	-2%	-17	-8%	4%	-18%
COCC(C)N1CCC(Oc2cccc(C(=O)NCCc3ccccc3)c2)CC1 (stereo not drawn)	-7%	9%	-21%	37%[activator]	-3%	-5	8%	11%	-14%
O=S(=O)(NCCc1csc(-c2ccc(C(F)(F)F)cc2)n1)c1ccc2c(c1)OCCO2	-11%	?	-11%	1%	1%	2	-13%	0%	-19%
CCOCCCN(C(=O)c1ccco1)C(C(=O)NC1CCCC1)c1cccc(OC)c1OC (stereo not drawn)	-3%	-11%	-18%	12%	5%	.	4%	i	7%
C/C(=N/NC(=O)c1cc(-c2cccc([N+](=O)[O-])c2)n[nH]1)c1ccc(Cl)cc1	-8%	-23%	3%	?	10%	.	?	-2%	-7%
O=C(CCNC(=O)c1ccc(Cl)cc1)NNC(=O)c1ccc(F)cc1	.	.	.	16%	-12%	-6	-3%	-6%	1%
COc1cc2c(cc1OC)C1C(=O)c3c(cc4c(c3O)C=CC(C)(C)O4)OC1CO2 (stereo not drawn)	-4%	.	-13%	.	4%	.	-12%[60.1 µM]	.	.
CCn1c(=O)cc(OCC(=O)Nc2ccc(C)c(F)c2)c2ccccc21	-7%	29%	-9%	-14%	.	.	-11%	i	1%
NC(N)=N/N=C/c1cc([N+](=O)[O-])ccc1O	-12%	-15%	1%	10%	-1%	21	-10%	0%	-18%
Cn1cnnc1SCC(=O)c1c[nH]c2ccccc12	1%	17%	-17%	3%	-2%	-5	0%	-2%	-4%
Cc1ccc(C2=NN(CCC(=O)NCCC(C)C)C(=O)CC2)cc1	5%	0%	?	.	7%	.	.	.	.
Cc1ccc(S(=O)(=O)CC(C)N2CCN(C3CCCCC3)CC2)cc1 (stereo not drawn)	3%	-1%	2%	7%	2%	5	4%	-9%	-9%
CCOC(=O)c1cc2c(=O)n3cccc(C)c3nc2n(CC2CCCO2)c1=NC(C)=O (stereo not drawn)	.	.	.	43%&6%[activator]	.	-11&-5	-8%&3%	-8%	-7%&-10%
COc1ccccc1CN1CC(C(=O)NCc2cnn(C)c2)CCC1=O (stereo not drawn)	-1%	17%	-2%	22%	-4%	-4	-7%	-10%	-17%
Cc1ccc2nc(SCc3nc4cc(Cl)ccc4c(=O)[nH]3)[nH]c2c1	-16%	1%	-12%	38%[activator]	-3%	-4	-5%	-3%	?
COc1ccc(-c2nn3c(-c4ccc(F)cc4)nnc3s2)cc1	-3%	13%	2%	19%	3%	-9	-1%	i	-2%
CCC(C)(C)NC(=O)C(c1cccc(OC)c1OC)N(Cc1ccc(OC)cc1)C(=O)CCC(=O)Nc1cc(C)on1 (stereo not drawn)	-6%	4%	?	0%	47%[activator]	-2	-20%	-8%	-19%
CCCCc1ccc(NC(=O)CSc2nc(=O)n(CCN(CC)CC)c3c2CCC3)cc1	.	.	.	65%[activator]	5%	-20	0%	-1%	-16%
CCCOC(=O)c1c(NC(=O)c2cc3ccccc3c(=O)o2)sc2c1CCC(C)C2 (stereo not drawn)	-3%	?	-7%	-23%	.	.	7%	-5%	-10%

With a hit mark in APEX1 inh, of those listed so far:
smiles | BLM helicase inh | POLB inh | POLI inh | APEX1 inh | RXFP1 antag | Pol kappa inh | PGK inhibitor | POLH inh
C[C@H]1O[C@@H](O[C@H]2CC[C@@]3(C)C(CC[C@]4(C)C3C=C[C@]35OC[C@@]6(CCC(C)(C)C[C@H]63)[C@@H](O)C[C@]54C)[C@]2(C)CO)[C@H](O)[C@@H](O[C@@H]2O[C@H](CO)[C@@H](O)[C@H](O)[C@H]2O)[C@H]1O (stereo partly drawn) | . | . | ? | 21µM* | . | -9% | -6% | 8%

(next part)
canonical_smiles	BLM helicase inh	POLB inh	Apoferritin bind	POLI inh	APEX1 inh	RXFP1 antag	Pol kappa inh	PGK inhibitor	POLH inh
COc1cc(NC(=O)c2csc(N)n2)cc(C(=O)Nc2cccc(C(F)(F)F)c2)c1	-9%	?	-16%	-12%	-5%	-6	-4%	-9%&-1%	4%&-10%
COc1cccc(N/C(C)=C/C(=O)c2ccc(Br)cc2)c1	-5%	21%	-3%	1%	3%	-3	0%	-10%	2%
CCOc1cc(C2NC(=O)NC(c3ccccc3)=C2C(C)=O)ccc1OCC(N)=O (stereo not drawn)	2%	20%	-7%	9%	-8%	15	-11%	-2%	0%
COc1ccc(Br)cc1CNC(=O)c1cnc2sc(N3CCC(C)CC3)nn2c1=O	-4%	14%	0%	1%	.	-12	-6%	-2%	0%
O=C(N/N=C/c1ccccc1)c1ccc(NC(=O)c2ccc(F)cc2)cc1	-9%	-2%	-11%	131%[activator]	35%	-12	0%	2%	-14%
COC(=O)C(CC(=O)c1ccc(Cl)cc1)c1ccccc1 (stereo not drawn)	.	.	.	-10%	.	-28	-5%	-9%	-22%
CCCCCn1c(SCCc2ccccc2)nc2c1c(=O)[nH]c(=O)n2C	-10%	2%	-9%	10%	11%	-1	0%	-6%	-17%
O=C(COC(=O)c1c(Cl)cccc1Cl)NCc1cccs1	.	.	.	27%	22%	-7	-1%	5%	-18%
CN(C)C=NC(=O)c1cc(C(=O)c2ccc(C(C)(C)C)cc2)c[nH]1	-8%	-16%	-14%	3%	?	4	2%	-2%	-17%
COc1ccc(S(=O)(=O)N2CCOCC2)cc1NC(=O)CO/N=C/c1ccccc1OC(F)F	2%	8%	0%	17%	?	-7	-8%	0%	-26%
COC1c2ccccc2C(=O)N1Cc1ccc(F)cc1 (stereo not drawn)	-2%	-1%	-6%	147%[activator]	33%	-21	-2%	i	-21%
O=[N+]([O-])c1ccc(OCc2cn([C@@H](CO)c3ccccc3)nn2)c(Br)c1	-6%	-5%	-1%	17%	-2%	.	14%	-2%	-9%
CC(=O)c1sc(Nc2nc3ccc(F)cc3s2)nc1C	-4%	0%	-3%	-1%	-8%	-11	-8%	1%	-8%
Cc1ccc2nc3c(cc(C(=O)NC4CCCC4)c(=N)n3C(C)C)c(=O)n2c1	5%	-2%	285%[activator]	-13%	.	-13	8%	-10%	-5%
O=C(CSc1nc2ccccc2c(=O)n1Cc1ccc(F)cc1)NCc1cccs1	-3%	-9%	9%	53%[activator]	-1%	-19	-4%	5%	-8%
Cc1cnc(C(=O)OCC(=O)Nc2cccc3ccccc23)cn1	.	.	.	28%	19%	1	-3%	i	-19%
C=C(C)C(=O)Nc1ccc2c(c1)OCCOCCOCCO2	?	10µM*	-9%	?	-1%	-24	79µM*	?	22µM*
Cc1ccc(S(=O)(=O)N[C@H](C(=O)N2CCC(C(=O)N[C@H](C(=O)O)c3ccccc3)CC2)C(C)C)cc1	-3%	1%	-5%	8%	0%	.	10%	i	-18%
Cc1ccc(-c2csc3nc4c5ccccc5c(NCCCN(C)C)nn4c(=O)c23)cc1	112%[activator]	10%	-11%	12%	5%	0	7%	i	-22%
CC(C)OC(=O)CSc1nnc(-c2ccc(Cl)cc2Cl)o1	-2%	44%	-20%	-21%	13%	6	-8%	-4%	-9%
Cc1[nH]n(-c2ccc([N+](=O)[O-])cc2)c(=O)c1C=NCC1CCCO1 (stereo not drawn)	-7%	0%	-6%	14%	-4%	-8	-5%	-6%	-3%

Already shown: 2 of the compounds above.
canonical_smiles	BLM helicase inh	POLB inh	Apoferritin bind	POLI inh	APEX1 inh	RXFP1 antag	Pol kappa inh	PGK inhibitor	POLH inh
CC1CN(C(=O)c2ccc(Br)c(S(=O)(=O)N3CCOCC3)c2)CC(C)O1 (stereo not drawn)	.	.	.	-14%	19%	4	8%	-6%	-5%
O=C(NCc1ccco1)c1csc2c1CCCC2	-2%	-4%	?	81%[activator]	-1%	7	-3%	i	-3%
